Screens deposited in PubChem BioAssay by several laboratories.
HTR5A inv ctr: inverse agonist of human HTR5A in OPRM1-OPRD1 counter-screen | AID 504634 | inhibition, % at 9.3 µM | 340,000 compounds, 0.083% hits | HTR5A cell line, luminescence, inverse agonism; in the data active = inhibition mostly above about 23%, no sharp cut-off; inactive = mostly below about 18%;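 also: 0% = cells with DMSO and 100% = no-cell wells with DMSO; some compounds called inactive have numbers as strong as hits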
HTR5A ag: counter-screen for OPRM1-OPRD1 agonists: human HTR5A agonism; AID 504692; 340,000 compounds, 0.61% hits; HTR5A agonist assay, luminescence, cell-based; activation, % at 9.3 µM; P47898; in the data active = activation mostly above about 9.5%, no sharp cut-off; inactive = mostly below about 7.6%;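 also: 0% = cells with vehicle only and 100% = reference agonist; strong numbers were not always called active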
NSD2 HMT inh: blocks human histone methyltransferase NSD2. NSD2 peptide methylation, AlphaScreen, 120 min. 310,000 compounds, 0.54% hits. AID 743445. inhibition, % at 12.5 µM; in the data active = inhibition above about 50%
PvdQ acylase: blocks Pseudomonas aeruginosa PvdQ acylase activity. purified PvdQ acylase, fluorescence plate reader. inhibition, % at 10 µM. 340,000 compounds, 0.063% hits; in the data active = inhibition above about 30%, passing the limit was not always enough; inconclusive = no clear call, values can overlap the other calls;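 also: 0% = vehicle neutral wells and 100% = reference inhibitor wells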
SR-BI DiI inh: inhibitors of mouse SR-BI mediated HDL lipid uptake; 320,000 compounds, 0.96% hits; inhibition, % at 12.5 µM; ldlA[mSR-BI] CHO cells, DiI-HDL uptake fluorescence, 3 h;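 active = mean replicate inhibition of at least 70% and a set share of replicates each scoring 70 or more; inconclusive = meets just one of the two criteria; inactive = fails both criteria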;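 also: 0% = median of neutral control wells and 100% = median of positive control wells; values of inactives mirror those of a sister screen read the other way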
Wnt bcat act: Wnt/beta-catenin pathway activation. 300,000 compounds, 1.2% hits. Wnt/beta-catenin reporter cell assay, activator, plate reader. AID 743398. activation, % at 9.35 µM; in the data active = activation above about 30%, passing the limit was not always enough; inconclusive = no clear call, values can overlap the other calls;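 also: 0% = neutral control wells and 100% = positive control wells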
dFosB act: activators of mouse delta FosB homodimer | purified delta FosB, TAMRA-CDK5 oligo fluorescence polarization; percent of positive-control signal above neutral wells | 340,000 compounds, 0.99% hits | P13346 | activation, % at 25 µM | AID 493131;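 active = mean activation above about 17%, with every replicate also reaching it, limit read from the data, passing the limit was not always enough; inconclusive = only one of the two conditions met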;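 also: fluorescence polarization rise as delta FosB binds a TAMRA Cdk5 AP-1 oligo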
Target sequence (P13346 whole entry, looked up): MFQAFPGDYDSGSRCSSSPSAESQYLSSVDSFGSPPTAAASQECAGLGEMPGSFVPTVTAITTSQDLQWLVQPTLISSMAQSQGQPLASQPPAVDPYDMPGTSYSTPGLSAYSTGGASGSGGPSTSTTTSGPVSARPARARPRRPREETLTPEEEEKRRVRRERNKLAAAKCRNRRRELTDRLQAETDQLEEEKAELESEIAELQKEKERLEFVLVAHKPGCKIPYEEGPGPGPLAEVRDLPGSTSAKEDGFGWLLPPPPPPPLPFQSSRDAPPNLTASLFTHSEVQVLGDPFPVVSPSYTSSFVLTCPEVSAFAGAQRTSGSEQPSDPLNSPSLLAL
V-ATPase pHluor: alters yeast V-ATPase proton transport; S. cerevisiae, pHLuorin cytosolic pH fluorescence; response, % at 10 µM; 350,000 compounds, 0.37% hits; AID 504577; in the data active = response mostly above about 7.3%, no sharp cut-off; inactive = mostly below about 5.4%; also: actives read high; inactives centre near 0; some compounds called inactive have numbers as strong as hits; reference of the scale not given here
MITF act: increases MITF-driven TRPM1 promoter luciferase signal; SK-MEL-5 TRPM1-promoter luciferase, 24 h; % of positive control, neutral wells = 0; activation, % at 12.5 µM; 300,000 compounds, 0.75% hits;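 active = mean activation of at least 80% with every replicate also reaching 80%; inconclusive = mean reaches 80% but some replicate falls short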;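 also: 0% = neutral control wells and 100% = parthenolide positive control wells; values of inactives mirror those of a sister screen read the other way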
CDK5 p35 inh: inhibitors of human CDK5/p35 kinase; Q00535+Q15078; Recombinant CDK5/p35, ADP-Glo luminescence, 60 min; inhibition, % at 10 µM; 330,000 compounds, 0.01% hits; AID 488839;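 active = highest replicate inhibition of at least 50% and at least 75% of replicates reaching 50%; inconclusive = only one of the two criteria met; inactive = both criteria failed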;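 also: plate controls were DMSO neutral control for no effect and GW8510 at 10 µM for full effect; many of its hits are not listed in these tables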
Target sequence (Q00535 whole entry, looked up): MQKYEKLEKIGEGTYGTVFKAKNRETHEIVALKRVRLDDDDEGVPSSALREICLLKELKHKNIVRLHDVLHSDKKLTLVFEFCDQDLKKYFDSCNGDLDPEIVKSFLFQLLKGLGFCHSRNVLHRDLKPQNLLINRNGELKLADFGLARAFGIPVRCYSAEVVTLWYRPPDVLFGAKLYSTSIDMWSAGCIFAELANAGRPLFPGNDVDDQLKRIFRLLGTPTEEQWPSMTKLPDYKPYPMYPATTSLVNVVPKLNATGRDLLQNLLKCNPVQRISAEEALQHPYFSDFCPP
Target sequence (Q15078 whole entry, looked up): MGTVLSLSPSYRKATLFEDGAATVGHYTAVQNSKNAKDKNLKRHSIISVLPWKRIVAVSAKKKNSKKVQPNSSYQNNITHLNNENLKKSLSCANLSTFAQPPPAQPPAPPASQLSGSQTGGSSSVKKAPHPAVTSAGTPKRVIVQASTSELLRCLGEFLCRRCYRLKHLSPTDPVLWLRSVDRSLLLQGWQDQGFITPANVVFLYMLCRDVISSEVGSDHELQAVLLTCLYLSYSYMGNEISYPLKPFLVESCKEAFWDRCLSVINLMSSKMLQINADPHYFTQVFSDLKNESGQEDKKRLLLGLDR
Starred values were filed as active, the others as inactive; u = inconclusive; x = not tested or not shown.

(1) COc1ccc(CCNS(=O)(=O)c2ccc(C3CNC(=O)C3)cc2)cc1OC (stereo not given)
(2) CC1CCN(c2ccccc2NC(=O)c2cc([N+](=O)[O-])ccc2N2CCOCC2)CC1
(3) O=C(CCSc1nc(-c2ccco2)cc(C(F)(F)F)n1)NCc1ccccn1
(4) Cc1nnc(SCC(=O)Nc2ccc3c(c2)OCCO3)n1N
(5) COc1ccc(S(=O)(=O)n2nc(OC(=O)c3ccccc3Br)cc2N)cc1
(6) Clc1ccc2[nH]c3c(NCCN4CCOCC4)ncnc3c2c1
(7) CC1CCCCC1NC(=O)CCCn1c(=S)[nH]c2ccsc2c1=O (stereo not given)
(8) Cc1ccc(S(=O)(=O)c2c(O)c3ccc(C(=O)O)cc3[nH]c2=O)cc1

entry no.,1,2,3,4,5,6,7,8
HTR5A inv ctr,-15.5,9.3,-16.0,23.8,-4.5,17.4,0.5,-16.3
HTR5A ag,10.2,0.8,1.6,-11.8,1.3,1.5,-0.1,4.2
NSD2 HMT inh,4.6,-1.1,-2.4,2.0,-0.1,-2.0,-2.7,0.6
PvdQ acylase,-17.4,-8.0,-6.7,0.1,-10.6,-17.6,-6.0,-14.0
SR-BI DiI inh,35.8,2.0,x,-14.6,7.1,-5.1,-6.0,-6.3
Wnt bcat act,-1.4,-7.6,x,x,x,x,0.2,1.1
dFosB act,-1.5,-13.4,-7.2,1.0,0.5,5.2,-2.3,-1.1
V-ATPase pHluor,-1.0,5.4,1.2,5.5,-1.7,2.9,1.7,0.3
MITF act,3.2,-23.3,-0.1,2.8,-0.5,-3.3,14.6,-2.4
CDK5 p35 inh,1.7,-0.3,-0.2,0.7,-1.2,-1.4,-0.1,0.9

(9) Cc1cccc(NC2=C(C#N)C(=O)NC3(CCCC3)S2)c1
(10) CC(C)CN(C(=O)c1ccc(N2CCCC2=O)cc1)c1c(N)n(Cc2ccccc2)c(=O)[nH]c1=O
(11) O/N=C(\c1ccc2c(c1)OCCO2)C1CCCCC1
(12) CCOC(=O)C1=NOC(Cn2cc(C#N)c(=O)n(C)c2=O)C1 (stereo not given)
(13) Cc1ccc(CS(=O)Cc2ccc(C(=O)NCc3ccccc3)o2)cc1 (stereo not given)
(14) O=C(CCN1C(=O)c2ccccc2C1=O)Nc1ccc(-c2cn3ccsc3n2)cc1
(15) O=C(CSc1nc2ccccc2c(=O)[nH]1)N1CCOCC1
(16) O=c1cc(N2CCOCC2)[nH]c(=O)n1-c1ccc(Cl)cc1

entry no.,9,10,11,12,13,14,15,16
HTR5A inv ctr,-1.4,-1.1,-0.3,-14.5,-1.1,3.7,0.1,0.1
HTR5A ag,0.4,0.3,0.1,5.6,-2.6,4.7,-1.4,-0.1
NSD2 HMT inh,9.8,0.4,0.1,-5.1,-5.7,-2.0,-6.1,x
PvdQ acylase,-9.2,-13.9,-15.7,5.9,7.3,-3.7,-1.6,8.7
SR-BI DiI inh,-20.8,-19.4,36.3,-4.3,-7.8,54.4,-0.3,-26.5
Wnt bcat act,0.6,-4.1,-3.3,-0.7,-0.7,x,x,1.4
dFosB act,-4.6,8.1,-1.2,2.4,-1.4,12.6,-0.3,-5.5
V-ATPase pHluor,-1.9,2.4,-0.5,0.8,-5.7,0.4,-4.2,5.1
MITF act,-6.5,8.3,x,5.9,3.8,8.3,-2.1,x
CDK5 p35 inh,-1.6,-2.6,0.5,-0.9,0.7,0.8,-0.2,0.0

(17) O=S1(=O)CCC(NC(=S)Nc2ccc3ccccc3c2)C1 (stereo not given)
(18) Cc1cc(NC(=O)Cn2nc(C(F)(F)F)c3c2CCCC3)no1
(19) CCc1ccc(NC(=O)NC(C)c2ccc3c(c2)OCO3)cc1 (stereo not given)
(20) CCn1c(NC)cc(=O)n(C)c1=O
(21) O=C(O)C1CC=CCC1C(=O)NCCc1ccccc1 (stereo not given)
(22) C=CCN(Cc1cc(OC)ccc1OC)S(=O)(=O)N(C)C
(23) CN(C)C1=NCCN1CCc1ccccc1
(24) Cc1c(-c2ccccc2)[n+](=O)c2c(n1[O-])CCC2

entry no.,17,18,19,20,21,22,23,24
HTR5A inv ctr,-11.6,-15.6,-3.5,5.6,-27.9,-17.7,-14.6,-20.4
HTR5A ag,-2.9,-1.5,4.7,-1.9,5.5,2.9,7.3,-3.9
NSD2 HMT inh,0.0,-0.5,-4.8,-0.5,5.9,-0.1,x,0.9
PvdQ acylase,-15.2,-11.2,-8.5,-1.4,4.1,7.5,-10.3,12.1
SR-BI DiI inh,3.3,14.9,-6.4,-19.9,-3.7,5.4,7.2,-27.1
Wnt bcat act,u,x,-1.0,-4.4,-0.7,-0.4,-2.2,x
dFosB act,-4.3,-5.6,-7.5,7.6,-1.8,2.8,-3.2,6.2
V-ATPase pHluor,2.5,3.5,1.2,-4.0,-1.3,1.7,-6.6,1.2
MITF act,x,6.5,-1.3,-1.0,-3.7,-1.3,11.1,0.1
CDK5 p35 inh,0.1,0.5,-1.5,-1.9,-0.7,1.7,0.5,0.6

(25) COC(=O)[C@]1(C)N[C@H](CN(C)C(=O)Nc2ccc(C)cc2)[C@@H]2C(=O)N(C)C(=O)[C@@H]21
(26) COc1cc(/C=C/C(=O)OCC(=O)NC(=O)C2COc3ccccc3O2)ccc1OC(F)F (stereo not given)
(27) CSc1nnc(C(C)c2ncc(C(F)(F)F)cc2Cl)n1C (stereo not given)
(28) O=C(CSc1nnc(-c2ccncc2)n1Cc1ccco1)N1c2ccccc2Sc2ccc(Cl)cc21
(29) CC(Sc1nnc(-c2ccco2)n1-c1ccccc1)C(=O)NCC1CCCO1 (stereo not given)
(30) CC(=O)N(CCc1ccccc1C)Cc1cc2cc(C)ccc2[nH]c1=O
(31) CC(CCc1ccccc1)NC(=O)/C=C/c1ccc(Cl)cc1 (stereo not given)
(32) CCN(CC)S(=O)(=O)c1ccc(S(=O)(=O)N2CCC(C(=O)NC3CCN(Cc4ccccc4)CC3)CC2)cc1

entry no.,25,26,27,28,29,30,31,32
HTR5A inv ctr,-0.6,-5.8,7.4,-5.9,-2.5,-13.2,-33.3,9.6
HTR5A ag,0.2,1.4,-2.6,2.1,-3.0,4.8,13.2,-4.0
NSD2 HMT inh,x,1.1,1.9,0.0,0.6,-0.7,-2.1,0.8
PvdQ acylase,9.0,-13.6,-3.3,5.0,-10.2,-11.9,-10.8,-12.6
SR-BI DiI inh,1.3,x,8.3,13.5,-15.8,-6.1,3.1,-11.6
Wnt bcat act,-1.4,-4.9,5.0,-0.4,-3.4,-1.9,2.6,x
dFosB act,3.5,-0.4,-0.1,0.7,-0.5,-5.0,-6.7,-4.7
V-ATPase pHluor,-1.4,4.5,1.5,-0.9,0.2,-3.4,3.3,-1.5
MITF act,-2.2,-7.6,-3.1,-8.1,-5.5,-11.1,-1.7,18.1
CDK5 p35 inh,0.0,-1.7,0.7,-0.4,-0.1,0.9,-0.7,-0.4

(33) COC(=O)c1ccc(C(=O)OC)c(NC(=O)CSc2n[nH]c(N)n2)c1
(34) CC(=O)c1c(C)[nH]c(C(=O)COC(=O)CNS(=O)(=O)c2ccccc2)c1C
(35) O=C(c1cccnc1)n1nc(NCc2ccccc2)nc1NCc1ccccc1
(36) Cc1c(Cl)cccc1NC(=S)NCc1ccccc1
(37) CC(NCCO)C(=O)C12CC3CC(CC(C3)C1)C2 (stereo not given)
(38) Cc1cc(C(=O)N/N=C/c2ccc(-c3cccc(Cl)c3Cl)o2)n[nH]1
(39) CCOC(=O)c1[nH]c(C)c(C(=O)Nc2ccccc2C)c1C
(40) Cc1cc(NC(=O)CN2CCN(S(=O)(=O)c3ccc(Cl)cc3)CC2)no1

entry no.,33,34,35,36,37,38,39,40
HTR5A inv ctr,-4.6,-10.7,20.6,4.9,-0.2,9.3,1.4,28.9
HTR5A ag,1.2,-0.5,-2.1,3.4,4.3,-3.5,-0.5,0.0
NSD2 HMT inh,0.3,-2.7,-4.9,-2.8,5.3,0.3,x,-2.2
PvdQ acylase,-12.6,-8.6,-2.4,-10.6,11.2,-11.4,-12.2,-7.9
SR-BI DiI inh,-15.0,10.4,x,-16.1,-25.7,15.0,2.4,-11.2
Wnt bcat act,-1.7,9.1,-1.9,6.7,-3.3,x,-0.9,x
dFosB act,8.8,-6.9,-13.2,-13.1,-0.6,7.2,-1.9,-7.8
V-ATPase pHluor,-1.7,-0.3,-4.0,-3.6,3.7,-2.4,-2.4,0.2
MITF act,-7.1,x,3.9,-4.4,x,1.5,-5.0,-3.1
CDK5 p35 inh,2.1,2.5,-1.8,0.6,0.7,1.8,0.7,0.7

(41) CCCn1c(=S)[nH]c2cc(C(=O)N3CCN(C(=O)OCC)CC3)ccc2c1=O
(42) C=CCNC(=S)NNC(=O)c1cccn(Cc2cccc(Cl)c2)c1=O
(43) COc1ccc(NC(=S)NCc2ccc(F)cc2)c(OC)c1
(44) Cc1cc(C)c(S(=O)(=O)Nc2ccc(C(N)=O)cc2)c(C)c1
(45) Cc1noc(C)c1S(=O)(=O)N(C)C[C@H]1Oc2ccc(NC(=O)C3CC3)cc2C(=O)N([C@H](C)CO)C[C@@H]1C
(46) CN(C)C(=S)Nc1ccc2c(c1)OCO2
(47) Fc1ccc(CSc2nnc(-c3cc4c(s3)-c3ccccc3CC4)o2)cc1
(48) Cn1cccc1-c1nc2ccccc2n1Cc1ccccc1
(49) CCOc1ccccc1NC(=O)C(c1ccccc1)N1CCN(CC(=O)N2CCOCC2)CC1 (stereo not given)

entry no.,41,42,43,44,45,46,47,48,49
HTR5A inv ctr,-6.3,8.2,-0.7,9.7,-21.4,6.9,-6.1,-15.9,4.0
HTR5A ag,-0.1,-3.4,0.2,6.4,-0.5,2.9,2.4,1.5,-1.6
NSD2 HMT inh,-0.9,0.3,4.5,-3.4,x,2.3,-2.3,4.7,-0.7
PvdQ acylase,-9.6,-16.5,1.1,-22.2,-8.3,-12.6,-94.0,-17.9,-5.9
SR-BI DiI inh,-14.3,-15.6,14.5,-23.6,-25.2,-2.9,-10.6,1.7,-4.5
Wnt bcat act,-1.2,-5.7,-0.5,1.9,-3.7,1.6,x,x,-0.5
dFosB act,-16.4,-0.1,-5.3,-3.1,-1.9,-8.3,-8.5,2.8,-5.2
V-ATPase pHluor,-0.4,-0.6,1.6,-0.6,-0.1,4.5,-1.7,0.6,-0.9
MITF act,-1.2,2.5,-7.1,0.2,9.1,8.5,-6.8,-9.7,-1.6
CDK5 p35 inh,-10.5,-0.5,-1.1,-7.3,1.6,-0.4,-2.1,0.4,0.1

Compound profiles, from the list above. Values in the order: HTR5A inv ctr	HTR5A ag	NSD2 HMT inh	PvdQ acylase	SR-BI DiI inh	Wnt bcat act	dFosB act	V-ATPase pHluor	MITF act	CDK5 p35 inh
Listed for C=CCNC(=S)NNC(=O)c1cccn(Cc2cccc(Cl)c2)c1=O → 8.2	-3.4	0.3	-16.5	-15.6	-5.7	-0.1	-0.6	2.5	-0.5
Listed for Fc1ccc(CSc2nnc(-c3cc4c(s3)-c3ccccc3CC4)o2)cc1 → -6.1	2.4	-2.3	-94.0	-10.6	x	-8.5	-1.7	-6.8	-2.1
